Bim-Bcl-W: inhibitors of Bim-Bcl-W interaction, human | Q92843 | bead-based flow cytometry, Bim peptide-Bcl-W binding | inhibition, % at 10 µM | 190,000 compounds, 0.02% hits;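 also: 0% = bound tracer without compound and 100% = peptide blocker; higher means less fluorescent Bim peptide bound to Bcl-W beads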
Target sequence (Q92843 whole entry, looked up): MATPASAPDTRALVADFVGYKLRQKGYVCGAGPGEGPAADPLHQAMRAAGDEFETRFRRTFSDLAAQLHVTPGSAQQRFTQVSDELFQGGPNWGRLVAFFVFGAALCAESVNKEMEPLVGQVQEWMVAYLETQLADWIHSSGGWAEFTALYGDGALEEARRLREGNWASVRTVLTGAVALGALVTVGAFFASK
Bcl-2 Bim block: human Bim-Bcl-2 interaction inhibition; 190,000 compounds, 0.06% hits; Bead-based flow cytometry, Bim peptide-Bcl-2 binding; inhibition, % at 10 µM; in the data active = inhibition above about 40%; inconclusive = no clear call, values can overlap the other calls;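 also: 0% = no compound wells with probe peptide and 100% = reference peptide inhibitor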
Bim-Bfl-1: disrupts Bim binding to human Bfl-1 | Bead-based flow cytometry, Bim-Bfl-1 binding inhibition | inhibition, % at 10 µM | 190,000 compounds, 0.12% hits | AID 1008;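 also: 0% = wells without compound plus tracer and 100% = blocker peptide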
RGS4-Gao reg: human RGS4-Galphao interaction regulation; P09471; Multiplexed bead flow cytometry, RGS4-Galphao binding; actives lie on both sides; binding response (% of control), % at 10 µM; 220,000 compounds, 0.33% hits; AID 1415; in the data active = binding response below about 49% or above about 150%; inactive = in between;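 also: fluorescent Galphao activated with aluminum fluoride binding bead-coupled RGS4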
Mcl1 Noxa PPI: Mcl-1/Noxa interaction inhibition; Q07820; TR-FRET Mcl-1/Noxa peptide binding, 2 h; inhibition, % at 21.7 µM; 220,000 compounds, 1.5% hits; AID 1022;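 active = compounds that cut the protein-peptide binding signal by more than 50% relative to plate controls in a single-dose test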;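 also: His-tagged Mcl-1 with rhodamine Noxa BH3 peptide and terbium anti-His antibody; 0% = Mcl-1 plus Noxa peptide wells and 100% = peptide-only wells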
Target sequence (Q07820 whole entry, looked up): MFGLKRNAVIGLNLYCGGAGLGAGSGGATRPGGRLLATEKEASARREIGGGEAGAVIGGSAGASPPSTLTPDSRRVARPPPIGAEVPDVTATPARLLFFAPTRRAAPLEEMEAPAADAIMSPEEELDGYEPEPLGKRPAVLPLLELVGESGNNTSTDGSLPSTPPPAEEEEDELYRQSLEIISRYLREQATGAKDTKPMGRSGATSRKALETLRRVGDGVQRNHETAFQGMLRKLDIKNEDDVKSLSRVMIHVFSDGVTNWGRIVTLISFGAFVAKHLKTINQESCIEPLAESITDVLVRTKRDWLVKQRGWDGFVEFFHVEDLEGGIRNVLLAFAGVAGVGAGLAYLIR
RGS7-Gao: regulators of human RGS7-Galphao interaction; 220,000 compounds, 0.35% hits; binding response (% of control), % at 10 µM; P09471; Multiplexed bead flow cytometry, RGS7-Galphao binding; actives lie on both sides; AID 1439; in the data active = binding response below about 49% or above about 150%; inconclusive = no clear call, values can overlap the other calls; inactive = in between;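 also: fluorescent Galphao held in activated GDP-AlF4 state binding bead-coupled RGS7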
Bim-Bcl-B: human Bim-Bcl-B interaction inhibition; inhibition, % at 10 µM; bead-based flow cytometry, Bim peptide-Bcl-B binding; 190,000 compounds, 0.073% hits;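 also: 0% = tracer peptide without compound and 100% = reference inhibitor peptide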
Target sequence (Q9HD36 whole entry, looked up): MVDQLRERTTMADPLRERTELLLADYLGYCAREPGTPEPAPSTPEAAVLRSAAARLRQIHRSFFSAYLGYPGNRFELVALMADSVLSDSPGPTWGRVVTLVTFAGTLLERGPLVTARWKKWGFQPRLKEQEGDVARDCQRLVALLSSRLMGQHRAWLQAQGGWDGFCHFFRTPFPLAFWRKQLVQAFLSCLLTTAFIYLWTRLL
Mcl1-Bid inh: disrupts binding of human Mcl-1 to Bid peptide; TR-FRET Mcl-1/Bid-Dy647 peptide binding, 1536-well; inhibition, % at 21.7 µM; 220,000 compounds, 0.97% hits;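 active = compounds that cut the binding signal by more than half at the single screening dose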;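 also: His-tagged Mcl-1 with europium anti-His antibody binding Bid BH3 peptide; 0% = Mcl-1 plus peptide wells and 100% = peptide-only wells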
Bim-Bcl-XL: human Bim-Bcl-XL interaction inhibition | Q07817 | Bim peptide-Bcl-XL binding, bead flow cytometry, fluorescence | inhibition, % at 10 µM | 190,000 compounds, 0.04% hits | AID 1007
Target sequence (Q07817 whole entry, looked up): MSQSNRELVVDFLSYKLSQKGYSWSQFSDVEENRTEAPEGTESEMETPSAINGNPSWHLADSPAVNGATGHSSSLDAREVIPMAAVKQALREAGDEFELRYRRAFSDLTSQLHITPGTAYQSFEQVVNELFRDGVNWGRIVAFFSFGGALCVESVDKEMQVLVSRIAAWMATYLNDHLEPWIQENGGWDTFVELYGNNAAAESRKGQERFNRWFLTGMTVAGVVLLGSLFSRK
RGS8-Gao reg: modulates binding of RGS8 to human Galphao. response (percent of control binding), % at 10 µM. 220,000 compounds, 0.34% hits. multiplexed bead flow cytometry; actives lie on both sides; in the data active = response below about 60% or above about 140%; inactive = in between;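 also: Galphao activated as the GDP aluminium fluoride complex binding bead-coupled RGS8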
Bim-Mcl-1: inhibitors of Bim-Mcl-1 interaction, human. inhibition, % at 10 µM. Bead-based flow cytometry, Bim peptide-Mcl-1 binding. AID 1009. Q07820. 190,000 compounds, 0.1% hits;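 also: 0% = no compound tracer wells and 100% = peptide blocker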
* = called active by the depositor; ? = inconclusive; . = not tested or not shown; [ ] = dose if it differs, or a comment. Rule as the data show it, unless noted: active = inhibition above about 40%.

Values run as follows: Bim-Bcl-W	Bcl-2 Bim block	Bim-Bfl-1	RGS4-Gao reg	Mcl1 Noxa PPI	RGS7-Gao	Bim-Bcl-B	Mcl1-Bid inh	Bim-Bcl-XL	RGS8-Gao reg	Bim-Mcl-1
1) Cn1c(=O)c2c(ncn2CCc2ccccc2)n(C)c1=O
  2	5	5	105	21	?	5	-8	7	105	3
2) CCOC(=O)N1CCN(C(=O)CN(C)S(=O)(=O)c2ccc3c(c2)C(C)(C)C(=O)N3C)CC1
  0	-2	-8	110	-5	102	-7	8	-1	105	-1
3) COc1ccc(-c2ccc(SCC(=O)NCc3ccco3)nn2)cc1OC
  -2	-1	-1	94	33	94	-3	-18	0	96	2
4) CCN1N=C(C)C=C(c2ccccc2)n2c1nc1ccccc12
  .	.	.	98	-1	?	.	-15	.	99	.
5) Cc1ccc(NC(=S)NNc2ncc(C(F)(F)F)cc2Cl)c(C)c1
  0	2	5	91	-75	91	2	-87	1	89	-1
6) COc1ccc(/C=N/n2cnnc2)cc1COc1ccccn1
  -2	-3	0	103	-7	103	-3	-8	-4	103	-1
7) Cn1c(=O)oc2cc(S(=O)(=O)NCc3cccnc3)ccc21
  .	.	.	102	-1	?	.	-14	.	102	.
8) CCOc1ccc(C(=O)CSCCC(=O)O)cc1
  -2	1	-4	104	8	97	-10	-36	-5	100	0
9) COC(=O)CCC(=O)OC1(C)C(=O)C=C2C=C(C3CC3)N(CCCCO)C=C2C1=O (centres undefined)
  .	.	.	99	3	?	.	-126	.	100	.
10) CN=C(C)c1c(O)c2ccccc2oc1=O
  0	-5	-2	100	1	96	-10	4	-3	100	1
11) CN1CCN(NC(=O)c2ccc(Br)c(S(=O)(=O)N3CCOCC3)c2)CC1
  0	-2	-1	100	-6	96	-1	-39	-2	105	0
12) CN(C(=O)CSc1nc2c(c(=O)[nH]1)CCCC2)C1CCCCC1
  0	1	-1	103	17	104	0	13	-2	105	-3
13) Cc1cccc(NCC(=O)N/N=C\c2cccc(Oc3ccccc3)c2)c1
  0	4	-8	93	23	91	-4	-28	-4	104	0
14) O=C1c2cccc3cccc(c23)C(=O)N1c1nccs1
  -1	0	0	99	-21	96	-6	-12	-5	100	0
15) O=C(CSc1nc2ccccc2o1)N1CCN(C(=O)c2ccco2)CC1
  -2	-10	-17	92	22	91	-16	-20	-10	93	-7
16) O=C(NCCc1ccccc1)C(=O)c1c(-c2ccccc2)[nH]c2ccccc12
  -2	-1	-3	.	-6	.	-3	-5	-4	.	-1
17) COc1ccc(S(=O)(=O)N2CCN(CC(=O)Nc3ccc(F)c(F)c3)CC2)cc1
  -1	-5	0	93	16	101	-5	-19	-1	107	-6
18) Cc1onc(-c2c(Cl)cccc2Cl)c1C(=O)O/N=C(\C#N)c1ccccc1
  .	.	.	100	3	?	.	-13	.	100	.
19) O=C1NC2(CCCc3ccccc32)C(=O)N1CCOc1ccc(Br)cc1 (centres undefined)
  -2	-3	-3	102	-3	104	-7	4	-3	108	-6
20) c1ccc2[nH]c(NCc3ccc4c(c3)OCO4)nc2c1
  -2	-7	-17	98	9	86	-8	-30	-3	86	0
21) Cc1ccc(C)c(NC(=O)C(Sc2nncn2C)c2ccccc2)c1 (centres undefined)
  -4	-12	-14	100	-28	101	-8	-35	-6	100	-3
22) CCc1ccc(CN2CCC(CO)(CC3CCCCO3)CC2)o1 (centres undefined)
  -2	0	-6	98	-12	100	1	-16	0	98	0
23) CCOC(=O)c1ccc(NC(=O)COC)cc1
  -3	-8	-16	100	6	100	-10	-3	-7	100	-4
24) COc1ccc(-c2nc(C#N)c(NCC3CCCO3)o2)cc1OC (centres undefined)
  0	-2	-5	100	11	102	-2	-26	-4	101	0
25) O=C(Nc1ccc(F)cc1F)N1CCCN(c2ccc([N+](=O)[O-])cn2)CC1
  .	.	.	93	6	?	.	3	.	97	.
26) Cc1cc(NC(=O)CSc2nnc3c(C)cc4ccccc4n23)no1
  0	-3	0	98	2	97	6	-21	0	100	0
27) Cc1cc(NC(=O)C2CC(=O)OC2c2ccccc2)no1 (centres undefined)
  -4	-10	-18	96	0	97	-8	-46	-12	101	17
28) COc1ccc(N2CC(C(=O)Nc3ccc(S(=O)(=O)Nc4nccs4)cc3)CC2=O)cc1 (centres undefined)
  2	3	1	97	14	95	0	1	0	99	0
29) O=c1nc(-c2ccccc2)n(-c2ccccc2)c2ncccc12
  -3	-4	-6	100	4	99	-2	-6	-13	104	-6
30) O=C(CCC1CCCN(C(=O)Cn2cnnn2)C1)NCc1ccccc1F (centres undefined)
  0	-2	5	107	10	111	4	-58	2	107	0
31) CCOCC(O)CNc1ccccc1 (centres undefined)
  -3	-5	-6	101	5	105	-5	-23	-3	102	-2
32) CN(Cc1ncc[nH]1)C(=O)c1cc(COc2c(F)cccc2F)on1
  0	-4	-5	96	22	99	-5	-3	-2	101	0
33) CC(C)(C)NC(=O)/C(=C/c1ccccc1F)NC(=O)c1ccc([N+](=O)[O-])cc1
  3	-1	-5	93	-8	97	-1	-13	0	101	-1
34) Cc1cccc(C)c1N1CCN(C(=O)Nc2ccc3c(c2)OCCO3)CC1
  2	0	0	97	2	97	2	-40	5	98	3
35) CCN(CC)CCN1C(=O)c2ccccc2NC1c1ccc(Br)cc1 (centres undefined)
  -2	1	-2	98	-5	98	-5	-18	0	98	-1
36) CS(=O)(=O)N(CC(=O)Nc1cccc(Cl)c1Cl)c1ccccc1
  0	-6	-14	97	-4	101	-6	-16	-4	100	-1
37) CCCCNC(=O)Cn1c2c(c(-c3ccccc3Cl)cc1=O)CCC2
  1	-5	-9	98	11	99	-4	-14	0	102	1
38) O=C1C2ON(c3ccccc3)C(c3ccncc3)C2C(=O)N1c1ccc(N2CCOCC2)cc1 (centres undefined)
  -2	-6	-8	101	6	104	-6	-31	-4	101	-1
39) CCOc1ccc(C(=O)c2cc3ccc(O)cc3oc2=O)cc1
  -5	0	-3	94	2	91	-5	-16	-5	98	-3
40) COc1ccc(NC(=O)N/C=C/c2ccc(Cl)cc2)cc1
  -1	-4	-5	101	4	108	-4	-6	0	103	1

3 compounds out of the list above, ordered by their value in Bcl-2 Bim block, largest number first.
Values run as follows: Bim-Bcl-W	Bcl-2 Bim block	Bim-Bfl-1	RGS4-Gao reg	Mcl1 Noxa PPI	RGS7-Gao	Bim-Bcl-B	Mcl1-Bid inh	Bim-Bcl-XL	RGS8-Gao reg	Bim-Mcl-1
26) Cc1cc(NC(=O)CSc2nnc3c(C)cc4ccccc4n23)no1
  0	-3	0	98	2	97	6	-21	0	100	0
37) CCCCNC(=O)Cn1c2c(c(-c3ccccc3Cl)cc1=O)CCC2
  1	-5	-9	98	11	99	-4	-14	0	102	1
23) CCOC(=O)c1ccc(NC(=O)COC)cc1
  -3	-8	-16	100	6	100	-10	-3	-7	100	-4

Further structures follow.
Values run as follows: Bim-Bcl-W	Bcl-2 Bim block	Bim-Bfl-1	RGS4-Gao reg	Mcl1 Noxa PPI	RGS7-Gao	Bim-Bcl-B	Mcl1-Bid inh	Bim-Bcl-XL	RGS8-Gao reg	Bim-Mcl-1
41) CC(/C=N/N1CCN(c2ccccc2)CC1)=C\c1ccccc1
  0	-9	-15	97	-6	83	-8	-12	0	91	0
42) O=C(N/C(=C\c1cn(-c2ccccc2)nc1-c1ccc(Cl)cc1)C(=O)N1CCOCC1)c1ccccc1
  -7	-9	-16	101	-4	98	-12	-44	-10	99	-12
43) Cc1cc2n(n1)C(c1ccc(O)cc1)Nc1ccccc1-2 (centres undefined)
  -1	4	-4	99	6	98	3	-25	3	100	0
44) CCOC(=O)Cc1csc(NC(=O)C(NC(=O)C2CCCCC2)C(C)C)n1 (centres undefined)
  -1	-3	-5	95	7	96	-3	-8	-1	98	-1
45) N#Cc1cc2c(nc1SCC(O)CS(=O)(=O)Cc1ccc(Cl)cc1)CCCC2 (centres undefined)
  -1	-7	-16	106	-63	104	-9	2	-4	102	-1
46) COc1ccc(N2C(=O)CC(N(Cc3ccco3)C(=O)CCC(=O)O)C2=O)cc1 (centres undefined)
  -1	-6	-7	103	10	99	-3	-41	-1	104	0
47) N#Cc1c(N)nc2c(c1-c1cccc(O)c1)CCCCCC2
  0	-10	-10	100	20	100	-4	7	-8	101	-1
48) CCOc1nc(NCc2ccco2)nc(Nc2ccccc2F)n1
  0	0	-2	101	-18	103	-4	-10	-4	102	0
49) CC(CNCC1CCCO1)COc1cccc2ccccc12 (centres undefined)
  -6	-3	-6	117	-1	127	-6	12	-8	176*[activator]	-4
50) CCOC(=O)CCC(=O)Nc1ccc([N+](=O)[O-])cc1C
  -1	0	-6	95	-6	98	0	-10	2	99	4
51) Cc1ccc(C(C#N)c2ccc3c(C(F)(F)F)cc(C(F)(F)F)nc3n2)cc1 (centres undefined)
  -4	-8	-9	103	10	99	-8	-22	-7	108	-5
52) c1ccc2[nH]c(CSc3nc4ccccc4o3)nc2c1
  -3	-6	-10	100	-19	97	-12	-14	-5	103	-3
53) CCN1c2ccccc2-c2nc3ccccc3n2C1c1ccco1 (centres undefined)
  -3	-1	0	99	-2	98	0	-5	0	105	-3
54) O=C(/C(=C/O)N=Nc1ccccc1)c1ccco1
  -2	-1	-3	97	10	95	1	-12	0	98	-1
55) Cc1cc(NC(=O)COc2nnc(-c3ccccc3)c3ccccc23)no1
  -4	-4	-8	133	1	123	-8	-3	4	133	-4
56) CC1CN(C(=O)c2cccs2)CCN1C(=O)c1cccs1 (centres undefined)
  -7	-2	-21	102	12	102	-6	-4	-10	101	-6
57) S=C1NC2CCCCC2N1 (centres undefined)
  1	-2	-4	100	2	?	-2	-54	0	100	-2
58) CCN(CC(=O)Nc1ccccc1OC)CC(=O)Nc1sccc1C#N
  0	-4	-6	101	-3	?	-3	-24	-1	103	-4
59) CC(C)N(C(=O)CSc1nn2c(=O)c(C(C)(C)C)nnc2s1)c1ccccc1
  0	2	-2	92	4	94	-1	8	0	99	-3
60) Cc1ccc(C(=O)C(C)N(C(=O)c2ccc(Cl)cc2Cl)N2C(=O)CCCC2=O)cc1 (centres undefined)
  0	-1	-3	97	11	?	-5	-11	1	98	0
61) COc1cc(CCCN2C(N)=NC[C@@H]2c2ccccc2)cc(OC)c1OC
  .	.	.	99	-11	?	.	-25	.	100	.
62) Cc1nc2nc(-c3ccc(Cl)cc3)nn2c(C)c1Cl
  2	0	-3	100	-1	99	2	-12	1	100	1
63) C/C(=N\N(c1ccccc1)c1ccccc1)c1ccco1
  -1	0	-3	98	9	102	-1	-10	0	101	0
64) CCN(CC)S(=O)(=O)c1ccc(NC(=O)C2COc3ccccc3O2)cc1 (centres undefined)
  0	9	5	109	3	103	1	0	5	107	4
65) Cc1ccc(NC(=O)CC2SC(=NC3CCCCC3)NC2=O)cc1 (centres undefined)
  0	1	0	101	13	102	-2	6	-2	103	-2
66) CCc1nc(SCC(=O)N2CCC(Cc3ccccc3)CC2)c2c(=O)n(C)c(=O)n(C)c2n1
  3	-2	-7	95	4	92	-5	1	-3	99	1
67) O=C(COc1cccc(Cl)c1)NNC(=S)Nc1ccccc1
  -8	-8	-5	100	2	98	1	-23	-10	85	-6
68) Cc1c(NC(=O)CN2CCN(c3ccc(F)cc3)CC2)c(=O)n(-c2ccccc2)n1C
  -6	1	-4	101	6	97	-4	-11	-6	105	0
69) Cc1cccc(N2CCN(C(=O)C3CCN(S(=O)(=O)c4cccnc4)CC3)CC2)c1C
  0	-7	-7	95	10	95	-7	-12	-3	97	0
70) CC(C)C(=O)c1cn(CC(=O)O)c2ccccc12
  1	0	-4	101	22	99	0	-10	1	100	0
